Pf apPOL inh – Pf-apPOL DNA polymerase inhibition | Recombinant Pf-apPOL, molecular beacon fluorescence, 1.5 h | inhibition, % at 10 µM | hit rate 0.25% among 210,000 | AID 1794808
mHTT-CaM PPI inh – mHTT-calmodulin interaction abrogation | P42858 | inhibition, % at 15 µM | AlphaScreen His-mHTT/GST-CaM binding, luminescence | AID 1671202 | hit rate 3.6% among 190,000;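 further: 0% = both proteins with DMSO and 100% = one protein alone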
Numbers without * were called inactive; i = inactive; . = no result given; & = joins results of further samples. No stated cut-off is given here; in the data, active means inhibition above about 50%; inactive means the rest. Compounds were not picked by outcome, and some 3.7% of all compounds hit somewhere here.

molecule | Pf apPOL inh | mHTT-CaM PPI inh
COc1ccc(CN2CCC(C(=O)NCc3cccnc3)CC2)cc1OC | 8 | -5
O=[N+]([O-])c1ccc(S(=O)(=O)Nc2cc(Cl)ccc2O)cc1 | -3 | 20
COc1cccc(CNC(=O)c2cccnc2N2CCNC(c3ccccc3)C2)c1 (stereo not drawn) | -1 | 3
Cc1nn(-c2nc(-c3ccco3)cc(C(F)(F)F)n2)c(C)c1Cl | -3 | -1
O=S(=O)(Cc1ccccc1)N1CCN(S(=O)(=O)c2ccc(F)cc2)CC1 | 4 | -4
CC(C)COc1ccc(C(=O)N2c3ccccc3CC2C)cc1 (stereo not drawn) | -10 | -10
CC(NC(=O)c1ccncc1)C1CC2CCC1C2 (stereo not drawn) | -3 | -7
N=C1NC(=O)C(CC(=O)Nc2ccc(Cl)cc2)S1 (stereo not drawn) | -2 | -5
Clc1cccc(Cc2nc(-c3ccc4nncn4c3)no2)c1 | 7 | 1
COCCCNc1c2c3c(cccc3n(C)c1=O)C(=O)c1ccccc1-2 | 0 | -21
O=c1cc(Nc2cccc(C(F)(F)F)c2)[nH]c(=O)[nH]1 | -3 | -2
CC1=C(C(N)=O)C(c2ccc([N+](=O)[O-])cc2)n2nc(SCc3ccccc3)nc2N1 (stereo not drawn) | -8 | 3
Cc1cccc(CNC(=O)Cn2cccc2-c2nnc(C)o2)c1 | 1 | -4
Cc1cc(C(F)(F)F)nn1C(=O)COc1ccccc1Br | -5 | -3
Cc1cccn2c(=O)c(C(=O)N3CCC(C)CC3)cnc12 | -3 | -5
N#Cc1ccc(C(=O)Nc2cccc(-c3nc4ncccc4o3)c2)c(F)c1 | 2 | 0
CCOc1ccccc1N1CCN(Cc2coc3ccccc3c2=O)CC1 | -11 | -2
O=C(NCc1cc(F)cc2c1OCOC2)c1ccc(Oc2cc(Cl)cc(Cl)c2)o1 | 2 | .
N#CCn1cccc1-c1nc(-c2ccncc2)no1 | 32 | 39
O=C(NCCC1CCN(S(=O)(=O)c2ccc(F)cc2)CC1)NC1CCCCC1 | 1 | 39
COc1ccc(-c2coc3c4c(ccc3c2=O)OCN(CCc2ccccc2OC)C4)cc1 | -22 | 13
Cc1ccc2c(c1)C(=O)OC1(O)C3C4C=CC(C4)C3C(=O)N21 (stereo not drawn) | -6&-27 | .
O=C(Nc1ccc(Cl)cc1)Nc1nnc(-c2cccc([N+](=O)[O-])c2)s1 | 3 | -1
Cc1cccc(N2C(=O)N(Cc3ccc(F)cc3)S(=O)(=O)c3cccnc32)c1 | 2 | -6
O=C(Cn1cnc2c(-c3ccccc3)csc2c1=O)Nc1cccc(F)c1 | 5 | -6
CC1=C(C(=O)OC2CCCC2)C(c2ccc(C)cc2)C2=C(CC(C)(C)CC2=O)N1 (stereo not drawn) | 1 | -11
CCOc1cc(-c2ccc(OC)cc2)cc(=O)c2c(C)oc(C)c12 | 2 | 48
O=c1[nH]cnc2scc(-c3ccc(-c4ccccc4)cc3)c12 | -6 | 0
COc1ccccc1C(=O)Nc1nnc(Cc2ccc(Cl)cc2)s1 | -5 | 2
Cc1nn(-c2ccc(F)cc2)c2nc(N3CCC(NC(=O)c4ccccc4)CC3)sc12 | -5 | 3
COc1ccc(Cc2nc3ccccc3n2CC(=O)N2CCCCC2)cc1 | -1 | -15
Cc1c(O)ccc2c(=O)c(-c3ccccc3)c(C(F)(F)F)oc12 | 3 | 3
CCOC(=O)c1c(NC(=O)c2cc(S(=O)(=O)C(C)C)c(SC)s2)sc(C)c1C | -4 | .
O=S1(=O)c2ccc(N3CCCC3)cc2Oc2ccccc2CN1Cc1cn(Cc2ccc(C(F)(F)F)cc2)nn1 | -2 | -6
Cc1cccc(C(=O)N2CCCCC2CCN2CCCCC2)c1 (stereo not drawn) | -6 | 7
O=C(NCc1ccco1)Nc1ccc(Br)cc1 | -10 | -7
O=C(c1cc2ccccc2oc1=O)N1CCc2cc([N+](=O)[O-])ccc21 | -12 | .
Cc1ccc(Cl)cc1NC(C#N)c1ccccc1 (stereo not drawn) | -1 | .
Cc1ccccc1CC(=O)N1CCc2[nH]nc(C(=O)NC3CCCCC3)c2C1 | 2 | -2
CC1=C(C(=O)Nc2ccc(C)cn2)C(c2ccc(C)cc2)C2=C(CC(C)(C)CC2=O)N1 (stereo not drawn) | -2 | 4
COc1ccccc1C(=O)N1CCCC1c1nc(-c2ccccc2)n[nH]1 (stereo not drawn) | 0 | -6
COC(=O)c1ccsc1NS(C)(=O)=O | -3 | -4
CC(C)Sc1n[nH]c(=O)n1-c1ccccc1 | -5 | .
Cc1cccc(NC(=O)Nc2nccn(-c3ccc4c(c3)CCC4)c2=O)c1 | 0 | 0
COc1ccc(O)c(C2=Nc3ccccc3N=C(c3ccc([N+](=O)[O-])cc3)C2)c1 | -2 | 0
CCc1cccc(N2C=C(C#N)S(=O)(=O)c3ccc(F)cc32)c1 | 2 | -5
O=C(Nc1cccc(F)c1)c1ccc(Cl)c(Cl)c1 | -4 | -19
Cc1ccc(NC(=O)C(=O)NCC2OCCc3ccccc32)cc1 (stereo not drawn) | -6 | -5
CCc1ccc(C2=NC(C(C)C)NC(c3cc(Br)ccc3O)C2)cc1 (stereo not drawn) | -2 | 35
CCc1cc(-c2cnnn2Cc2ccccc2)ccc1-c1cn(CC(C)C)nn1 | -4 | -2

Continued.
Every second line gives: Pf apPOL inh	mHTT-CaM PPI inh
- COC(=O)C(CC(C)C)N1CCC(=O)c2ccccc2S1(=O)=O (stereo not drawn)
    -4	-4
- Cc1noc(-c2ccncc2)c1C(=O)NCc1ccc(Cl)cc1
    -1	-6
- CCOc1ccc(/C=c2\sc3ncnn3c2=O)cc1OCC
    34	-1
- Cc1cc(OC(=O)CC2CCCC2)c([N+](=O)[O-])c(=O)[nH]1
    1	-7
- Cc1c(O)ccc2c(CN3CCCCCC3)cc(=O)oc12
    -8	3
- Cc1ccc(C(=O)N2CC3CC2CC3NS(=O)(=O)c2cccs2)cc1F (stereo not drawn)
    -4	2
- O=C(CCC(=O)N1CCN(c2ccc([N+](=O)[O-])cc2)CC1)c1ccc(Cl)cc1
    -3	7
- Cc1cccn2c(=O)c(/C=C3\SC(=S)N(C)C3=O)c(N3CCCCC3)nc12
    .	17
- COC(=O)c1c(N2C(=N)SCC2=O)sc2c1CCCC2
    .	-2
- Cc1c(Cl)cccc1-n1ncnc1-c1cccc([N+](=O)[O-])c1
    0	-5
- CC(C)=CCn1cnc(=N)c2[nH]cnc21
    -10	.
- OCC1CCCCCN1 (stereo not drawn)
    -4	3
- CCC(=O)N1CCc2sc(C(=O)N3CCN(c4cc(C)ccc4C)CC3)cc2C1
    2	66*
- COc1nccnc1NC1CCN(C(=O)CNC(C)=O)CC1
    -3	0
- O=C1Nc2ccccc2OC1C(=O)N1CCCC1 (stereo not drawn)
    -4	0
- COc1cc(NS(=O)(=O)c2ccc(NC(=O)c3ccc(C)cc3)cc2)nc(OC)n1
    2	-1
- CCC(=O)N1CCCC(c2ccnc(-c3ccccc3)n2)C1 (stereo not drawn)
    -1	-3
- O=C(Oc1ccc2c(c1)OC(=Cc1ccco1)C2=O)c1ccco1
    5	24
- Cc1cccn2c(=O)c3cc(S(=O)(=O)c4ccccc4)c(=N)n(CCc4ccccc4)c3nc12
    -6	-5
- CC(C)NC(=O)c1nn2c(C(F)(F)F)cc(-c3ccco3)nc2c1Br
    6	2
- Cc1cc(CO)c(C(=O)O)c(=O)[nH]1
    .	-5
- CCn1cnc2ccc(-c3noc(COc4ccc(Cl)cc4)n3)cc21
    -6	-4
- O=C(N/C(=C/c1cccc([N+](=O)[O-])c1)C(=O)N1CCOCC1)c1cccs1
    1	-5
- COc1ccc(C2=CC(c3ccco3)n3ncnc3N2)cc1 (stereo not drawn)
    -11	8
- C=CCNC(=O)COc1cc(C)cc(C)c1C
    -3	-3
- O=C(Nc1nnc(C2CC2)o1)c1ccc(S(=O)(=O)N2CCCCCC2)cc1
    -5	36
- CC(=O)Nc1ccc(S(=O)(=O)N2CCN(C)C(c3ccc(F)cc3)C2)cc1 (stereo not drawn)
    4	14
- CC(C)n1cc(C2=CCN(S(=O)(=O)Cc3cccc(Cl)c3)CC2)c2cccnc21
    -4	26
- CCN(CC)CCNC(=O)c1c(O)c2cc(F)cc3c2n(c1=O)C(C)CC3 (stereo not drawn)
    -78	61*
- CCOCCCNC(=O)c1cc2cc3ccc(OC)cc3nc2o1
    0	3
- O=C(Cn1cnc2c(-c3ccccc3)csc2c1=O)Nc1ccccc1
    -1	-9
- COc1nccnc1NS(=O)(=O)c1ccc(NS(=O)(=O)c2ccc(NC(C)=O)cc2)cc1
    -4	-2
- Cn1c(CSc2cccs2)nnc1SCc1ccccc1
    2&-5	.
- Cn1c(=O)[nH]c(=O)c2c1nc(N1CCCCC1)n2CCc1ccccc1
    0	4
- O=C1C(=Cc2cc3ccccc3o2)Oc2cc(O)ccc21
    -9	8
- CC(C)(O)C#Cc1ccc(C=NO)cc1
    -10	.
- Cn1nnnc1SCC(=O)N1CCN(c2cc(-c3ccccc3)ncn2)CC1
    4	-4
- O=C(NCCc1cccs1)C1CCCN(c2nnc3ccc(C(F)(F)F)cn23)C1 (stereo not drawn)
    -8	15
- CCOC(=O)c1c(-c2ccccc2)oc2cc(Br)c(OC(=O)c3ccco3)cc12
    -3	-11
- CCCC(=O)Nc1cc(-c2nc3ncccc3o2)ccc1Cl
    -7	-6
- O=C(NC1CC1)c1ccccc1OCC1CCN(C(=O)c2cc(F)cc(F)c2)CC1
    8	6
- O=C1C[C@@H]2c3c(cccc3CN1Cc1ccccc1Cl)C[C@@H](O)[C@H]2O
    -6	0
- COc1ccc(NC(=O)CN2CCC(C(=O)N3CCc4ccccc43)CC2)c(OC)c1
    3	-7
- COc1ccc(Br)cc1CNC(=O)C1CCCN(c2nccc(C)n2)C1 (stereo not drawn)
    -2	1
- CC1=C(C#N)C(=O)NC(=O)/C1=C\c1ccc(-c2cc([N+](=O)[O-])ccc2Cl)o1
    12	1
- Cc1onc(-c2ccccc2Cl)c1C(=O)Nc1cccc2nsnc12
    2	.
- Cc1ccnc(NC(=O)C2CC(=O)N(c3ccc(Cl)cc3)C2)c1 (stereo not drawn)
    0	0
- Cc1ccc(S(=O)(=O)Nc2ccc(Cn3cncn3)cc2)cc1F
    0	-5
- COc1ccc(N(CC(=O)NCc2ccncc2)S(=O)(=O)c2ccc(C)cc2)cc1
    -4	6
- O=C(NCCC1=CCCCC1)c1c(F)c(F)c(F)c(F)c1F
    0	-4
- Cc1ccc(C(=O)Nc2ccc3ncnc(N4CCCCC4)c3c2)cc1F
    2	-2
- COCCCNC(=O)c1cc2cc3ccc(OC)cc3nc2s1
    -7	3
- Cc1cccc(S(=O)(=O)Nc2ccc3c(c2)CCC(=O)N3C)c1
    -4	-2
- O=C(NCc1ccccn1)c1cc2ccccc2oc1=O
    -9	1
- O=C(CCS(=O)(=O)Cc1ccc(Cl)cc1)NCCCN1CCOCC1
    -21	-6
- Cc1nc2ccccc2n1S(=O)(=O)c1cccc(Cl)c1Cl
    3	-10
- C=C1CC23CC1(O)CCC2C12C=CC(O)C(C)(C(=O)O1)C2C3C(=O)O (stereo not drawn)
    -14&-12	.
- N/C(=N\OC(=O)c1cccs1)c1cccc([N+](=O)[O-])c1
    -1	i
- COc1ccc(-c2cn3c(n2)N(C(=O)Cc2ccccc2)CCC3)cc1
    -1	17
- COc1ccc(CNC(=O)C(N)=O)cc1
    -5	-2

The results go on:
Every second line gives: Pf apPOL inh	mHTT-CaM PPI inh
- COc1ccc(/C=c2\sc3nnc(-c4ccccc4Cl)n3c2=O)c(OC)c1
    -3	1
- COc1cccc(-c2noc(C3CCCN3C(=O)Nc3cc(OC)ccc3OC)n2)c1 (stereo not drawn)
    -2	36
- Cc1cccc(NC(=O)Nc2nccn(-c3cccc(Cl)c3C)c2=O)c1
    -1	-1
- Cc1noc(C)c1NC(=O)C1CCN(S(C)(=O)=O)CC1
    .	-4
- Cc1cc(Oc2ncnc(N)c2[N+](=O)[O-])ccc1C(C)C
    -2	13
- O=C(Nc1c2c(nn1-c1cccc(Cl)c1)CSC2)c1ccc2c(c1)OCO2
    -7	27
- Cc1nnc(Nc2cccc(Cl)c2)[nH]c1=O
    1	0

Among those listed so far, these have a nitro group on carbon.
Every second line gives: Pf apPOL inh	mHTT-CaM PPI inh
- O=[N+]([O-])c1ccc(S(=O)(=O)Nc2cc(Cl)ccc2O)cc1
    -3	20
- CC1=C(C(N)=O)C(c2ccc([N+](=O)[O-])cc2)n2nc(SCc3ccccc3)nc2N1 (stereo not drawn)
    -8	3
- O=C(Nc1ccc(Cl)cc1)Nc1nnc(-c2cccc([N+](=O)[O-])c2)s1
    3	-1
- O=C(c1cc2ccccc2oc1=O)N1CCc2cc([N+](=O)[O-])ccc21
    -12	.
- COc1ccc(O)c(C2=Nc3ccccc3N=C(c3ccc([N+](=O)[O-])cc3)C2)c1
    -2	0
- Cc1cc(OC(=O)CC2CCCC2)c([N+](=O)[O-])c(=O)[nH]1
    1	-7
- O=C(CCC(=O)N1CCN(c2ccc([N+](=O)[O-])cc2)CC1)c1ccc(Cl)cc1
    -3	7
- Cc1c(Cl)cccc1-n1ncnc1-c1cccc([N+](=O)[O-])c1
    0	-5
- O=C(N/C(=C/c1cccc([N+](=O)[O-])c1)C(=O)N1CCOCC1)c1cccs1
    1	-5
- CC1=C(C#N)C(=O)NC(=O)/C1=C\c1ccc(-c2cc([N+](=O)[O-])ccc2Cl)o1
    12	1
- N/C(=N\OC(=O)c1cccs1)c1cccc([N+](=O)[O-])c1
    -1	i
- Cc1cc(Oc2ncnc(N)c2[N+](=O)[O-])ccc1C(C)C
    -2	13

An excerpt of these results, as labelled records.
Cc1cccc(NC(=O)Nc2nccn(-c3cccc(Cl)c3C)c2=O)c1
  Pf apPOL inh: -1; mHTT-CaM PPI inh: -1

O=C(Nc1c2c(nn1-c1cccc(Cl)c1)CSC2)c1ccc2c(c1)OCO2
  Pf apPOL inh: -7; mHTT-CaM PPI inh: 27

Source: PubChem
